# Screening results: PubChem BioAssay, several laboratories
# Salmonella PhoP GFP = PhoP-dependent GFP reporter repression – Salmonella Typhimurium, primary screen (AID 1863) | S. Typhimurium PhoP-regulated promoter GFP reporter, 4 h; higher % means a stronger effect | inhibition, % at 50 µM; hits with a dose series show IC50 in µM | actives 0.16% (n = 300,000);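 active = inhibition over 29.93%, a cutoff 3 SD above the screen mean, later confirmed by dose response; inconclusive = inhibition over 29.93% but no dose response follow-up; inactive = inhibition at most 29.93% or unconfirmed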;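 also: 0% = low Mg2+ inducing control and 100% = high Mg2+ repressing control; strong numbers were not always called active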
# Siah-1 displacement = Siah-1 peptide-binding antagonists, primary screen, biochemical, fluorescence polarization, rhodamine-plectin, uHTS (AID 1817); Siah-1 / rhodamine-plectin peptide fluorescence polarization; higher % means a stronger effect; one-dose displacement, % at 20 µM; IC50 in µM for titrated hits; actives 0.02% (n = 290,000);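 active = displacement of at least 50% at 20 µM, with a fluorescence ratio check between 0.3 and a set limit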;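 also: plate controls were Siah plus tracer with DMSO for no effect and tracer alone without Siah for full effect; strong numbers were not always called active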
# Myeloid diff MLP = compounds promoting myeloid differentiation; ER-HoxA9 myeloid progenitors, lysozyme-GFP differentiation, flow cytometry; calls only at 10 µM; actives 1% (n = 360,000);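 active = normalized GFP-positive differentiation at or above the plate's own cutoff, the solvent-only control mean plus 3 SD; inconclusive = no clear call, values can overlap the other calls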;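 also: cells exposed to compound for four days before flow analysis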
# LYP phosphatase = PTPN22 lymphoid phosphatase activity blockers – biochemical, fluorescence intensity, uHTS (AID 1779) | recombinant LYP phosphatase, fluorescence intensity; higher % means a stronger effect | one-dose inhibition, % at 11.5 µM; IC50 in µM for titrated hits | actives 0.054% (n = 290,000); in the data active = inhibition above about 50%;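 also: plate controls were vehicle with enzyme for no effect and no enzyme for full effect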
# GPR35 arrestin U2OS = inhibition of zaprinast-stimulated GPR35 beta-arrestin translocation – imaging, U2OS, beta-arrestin-GFP, zaprinast agonist, primary screen (AID 2058); U2OS GPR35 beta-arrestin-GFP translocation imaging, zaprinast antagonism; higher % means a stronger effect; inhibition, % at 10 µM, or IC50 in µM where a hit was titrated; actives 0.052% (n = 290,000);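 active = inhibition of at least 50% with at least 30 cells and total cytoplasm GFP at most 10,000,000; inconclusive = under 30 cells or total GFP of 10,000,000 plus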
# NTR1 agonist = NTR1-driven beta-arrestin-GFP spot formation – imaging, U2OS cells, high content, primary screen (AID 493036); P30989; agonist mode; activation, % at 20 µM; actives 0.17% (n = 330,000);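 active = activation at or above 40% of the spot to cytoplasm intensity ratio, with at least 20 cells analyzed; inconclusive = wells under 20 cells, flagged as cytotoxic or low count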;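 also: 0% = DMSO without peptide and 100% = 100 nM NTR1 peptide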
# Target sequence (P30989 whole entry, looked up): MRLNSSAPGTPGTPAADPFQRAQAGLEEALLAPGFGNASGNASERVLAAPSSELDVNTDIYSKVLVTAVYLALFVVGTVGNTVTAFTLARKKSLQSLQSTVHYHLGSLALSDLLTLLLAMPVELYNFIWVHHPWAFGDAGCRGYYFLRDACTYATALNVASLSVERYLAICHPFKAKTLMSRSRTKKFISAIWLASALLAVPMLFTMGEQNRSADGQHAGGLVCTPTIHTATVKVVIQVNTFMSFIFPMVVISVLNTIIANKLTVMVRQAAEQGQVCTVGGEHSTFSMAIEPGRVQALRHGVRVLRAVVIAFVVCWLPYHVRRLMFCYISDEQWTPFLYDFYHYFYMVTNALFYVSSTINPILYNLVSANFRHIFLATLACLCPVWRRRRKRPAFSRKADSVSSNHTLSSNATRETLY
# HIV peptide binding = inhibitors of HIV fusion peptide binding, primary screen, biochemical, uHTS, fluorescence dequenching (AID 1986); cell-free peptide binding, fluorescence dequenching, 30 min; higher % means a stronger effect; one-dose inhibition, % at 20 µM; IC50 in µM for titrated hits; actives 0.3% (n = 290,000); in the data active = inhibition mostly above about 52%, no sharp cut-off; inactive = mostly below about 76%; also: some results filed as inactive read as strong as hits
# Rac1 GTP hydrolysis = MgcRacGAP GTPase-activating activity inhibitors, confirmation, biochemical, ADP Hunter fluorescence; actives 0.6% (n = 340,000); inhibition, % at 30 µM; hits with a dose series show IC50 in µM; MgcRacGAP-stimulated Rac1 GTP hydrolysis, ADP Hunter fluorescence; higher % means a stronger effect; GST-tagged Rac1 F28L mutant substrate; AID 624330;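 active = first-screen hits whose inhibition reached a set limit at any dose in the follow-up dose series; inconclusive = inhibition above the set first-screen limit but never retested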;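 also: fluorescence reports GDP produced by GAP-driven GTP hydrolysis; strong numbers were not always called active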
# GPR55 antagonists = inhibition of LPI-stimulated GPR55 beta-arrestin translocation – imaging, U2OS, beta-arrestin-GFP, LPI agonist, primary screen (AID 2013); one-dose inhibition, % at 10 µM; IC50 in µM for titrated hits; actives 0.13% (n = 290,000); U2OS GPR55 beta-arrestin-GFP translocation imaging, LPI antagonism; higher % means a stronger effect;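 active = spots per cell inhibited over 60%, with over 100 cells counted and total cytoplasm intensity under 500,000; inconclusive = wells with under 100 cells, flagged as likely toxic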;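 also: U2OS cells stably carrying GPR55 and arrestin-GFP stimulated by 5 µM LPI near EC80; imaged beta-arrestin-GFP aggregate spots per cell after agonist stimulation; plate controls were LPI-stimulated DMSO wells for no effect and DMSO wells without LPI for full effect; some results filed as inactive read as strong as hits; confirmed hits need IC50 under 10 µM and bright autofluorescent wells are also inconclusive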
# NTR1 agonist cell count 20 µM = also measured in NTR1 agonist; calls as there; cell count; measured here: cell count, cytotoxicity flag
# Myeloid diff MLP GFP+ MAC1+ % = further read-out of Myeloid diff MLP, marked with its call; GFP+ MAC1+ double positive, %; measured here: differentiation confirmed by MAC1 staining
# The depositor's hits bear a star; i = inactive; ? = inconclusive; · = no result given.
SMILES,Salmonella PhoP GFP,Siah-1 displacement,Myeloid diff MLP,Myeloid diff MLP GFP+ MAC1+ %,LYP phosphatase,GPR35 arrestin U2OS,NTR1 agonist,NTR1 agonist cell count 20 µM,HIV peptide binding,Rac1 GTP hydrolysis,GPR55 antagonists
CCNC(=O)C(=O)NCC(c1ccc2c(c1)OCO2)N1CCOCC1 (configuration not stated),2%,-1%,?,·,-13%,16%,2.6,52,-0.8%,-3%,9%
CC(=O)c1ccc(NC(=O)Cn2nc(C)cc2C)cc1,2%,0%,i,0.6,-7%,18%,2.3,87,-0.8%,7%,16%
Cc1cc(Cl)ccc1OCC(=O)N1CCCCC1,13%,-4%,i,1.4,-5%,-7%,-1.3,68,0.0%,3%,3%
CN(C)S(=O)(=O)c1ccc(/C(O)=C2/C(=O)C(=O)N(Cc3cccnc3)C2c2cccs2)cc1 (configuration not stated),7%,3%,i,0.4,4%,0%,1.8,46,0.5%,3%,-5%
CCN(CC)S(=O)(=O)c1ccc(/C=C/C(=O)NC2CCCCC2)cc1,-5%,-6%,·,·,-8%,11%,1.4,46,-0.4%,5%,-2%
CCOC(=O)c1ccc(NC(=O)c2nc[nH]c2C(=O)NC)cc1,-5%,6%,i,0.8,-3%,9%,1.1,48,-1.6%,7%,-2%
O=C(Cc1coc2cc3c(cc12)CCC3)OCC(=O)N1CCCC1=O,-3%,6%,i,0.6,-6%,0%,3.0,49,-0.7%,-3%,6%
Cc1cc(Nc2ccc(O)cc2)n2c(nc3ccccc32)c1C#N,9%,0%,·,·,-3%,-16%,2.6,84,-1.4%,4%,-1%
Cc1ccc2nc(N(CCN(C)C)C(=O)C3=COCCO3)sc2c1,-4%,0%,i,1.9,-5%,0%,-0.2,73,2.6%,6%,9%
CCN(CC(=O)Nc1c(F)cccc1F)C(=O)C1CC1C (configuration not stated),-3%,·,i,1.0,·,·,-1.2,43,·,9%,·
COc1cccc(C2C(C(=O)c3ccco3)=C(O)C(=O)N2CCN(C)C)c1OC (configuration not stated),-10%,6%,i,1.0,-8%,10%,-0.8,43,2.5%,-1%,13%
CCCCN(C(=O)CC1OC(=O)c2ccccc21)c1c(N)n(CCCC)c(=O)[nH]c1=O (configuration not stated),2%,·,i,1.1,·,·,1.3,57,·,1%,·
CC(=O)OCC1=C(C(=O)O)N2C(=O)C(NC(=O)C(C)Cn3nc(C)c(Cl)c3C)C2SC1 (configuration not stated),-4%,44%,i,1.2,-6%,5%,1.4,46,14%,18%,100%
CN(C)CC(C)(C)CN=Cc1c(O)[nH]c2ccccc12,2%,8%,i,0.6,-4%,-16%,0.5,61,-1.4%,14%,4%
O=C(Nc1ccc(Cl)cc1)c1ccc(-c2ccccn2)s1,-6%,-7%,i,0.1,-5%,6%,1.5,46,-1.1%,·,1%
Cc1ccsc1S(=O)(=O)N1CCCC(CCC(=O)NCc2ccccc2F)C1 (configuration not stated),9%,12%,i,0.4,-9%,-8%,1.9,24,1.2%,4%,14%
Cc1ccc(-c2cc3cccc[n+]3cc2-c2ccc(C)cc2)cc1,12%,-5%,?,·,0%,2%,7.6,45,0.9%,11%,-2%
COc1cc2c(cc1OC)C(c1ccc(Br)cc1)CC(=O)N2 (configuration not stated),-4%,3%,i,0.3,-6%,-7%,0.2,46,-0.2%,12%,2%
Cc1cc(-c2ccc(C(C)C)c(S(=O)(=O)NCCN3CCC(C)CC3)c2)on1,-3%,-5%,i,9.9,-8%,4%,0.6,51,-0.1%,13%,6%
COC(=O)c1ccccc1NC(=O)Oc1ccc(F)cc1,7%,2%,i,24,-9%,-3%,-0.8,59,0.1%,8%,12%
Cc1onc(-c2c(F)cccc2Cl)c1C(=O)NC1CCCCCC1,-1%,3%,i,0.4,-4%,0%,0.5,41,-1.3%,4%,17%
c1ccc(COc2ccc(CN3CCN(c4ccccn4)CC3)cc2)cc1,12%,2%,i,0.4,-5%,4%,0.3,39,-0.6%,18%,2%
CS(=O)(=O)N(CC(=O)NCc1ccco1)c1ccc(Cl)cc1Cl,-1%,4%,i,0.6,1%,-15%,-1.0,54,-0.8%,2%,-13%
O=C(Oc1c(Cl)cc(Cl)c2cccnc12)N1CCOCC1,1%,0%,i,1.6,-4%,-1%,-0.8,78,-0.4%,8%,0%
O=C(COC(=O)Cc1ccsc1)NC1CCCCCC1,9%,1%,i,0.7,-10%,7%,3.3,34,-1.1%,8%,-9%
# (list continues)
SMILES,Salmonella PhoP GFP,Siah-1 displacement,Myeloid diff MLP,Myeloid diff MLP GFP+ MAC1+ %,LYP phosphatase,GPR35 arrestin U2OS,NTR1 agonist,NTR1 agonist cell count 20 µM,HIV peptide binding,Rac1 GTP hydrolysis,GPR55 antagonists
CC1=CC(C)(C)N(S(=O)(=O)c2ccc(F)cc2)c2ccc(C)cc21,7%,-2%,?,·,5%,-3%,1.2,49,2.7%,5%,25%
CCS(=O)(=O)NCCc1cc2c(OC)ccc(OC)c2[nH]c1=O,6%,7%,i,0.4,-7%,-2%,0.4,56,0.8%,10%,1%
COCCNc1nc(SC)nc2sc3c(c12)CCN(C)C3,-2%,-4%,i,0.5,-2%,13%,-1.5,91,2.6%,10%,5%
O=[N+]([O-])c1c(NCCO)cc(N2CCCCCC2)c2nonc12,4%,-4%,i,0.3,-5%,-17%,-0.3,61,1.0%,10%,13%
COc1ccc(NC(=O)C2CCCN(S(=O)(=O)c3c(C)n[nH]c3C)C2)cc1OC (configuration not stated),2%,-5%,i,0.5,-8%,8%,0.4,42,-0.4%,7%,9%
COc1cccc(-c2nc(CS(=O)(=O)CC(=O)N3CCN(C)CC3)c(C)o2)c1,-1%,5%,i,3.9,-6%,-7%,1.6,91,4.3%,-3%,-9%
COc1ccc(OCCN2C(=O)c3ccccc3C2=O)cc1,-3%,2%,i,0.4,2%,-12%,0.7,42,-1.3%,5%,2%
O=C(NCCO)c1cc2ccccc2c(=O)s1,5%,-1%,i,1.0,-5%,10%,0.3,43,-0.9%,7%,-15%
CN(c1ccc(C(=O)Nc2cccc([N+](=O)[O-])c2)cc1)S(C)(=O)=O,-1%,5%,i,0.5,-3%,-6%,0.4,33,1.3%,-3%,4%
CCOC(=O)c1cc(NC(=O)c2cc(C)on2)cc(C(=O)OCC)c1,-2%,2%,i,11,0%,7%,0.1,62,2.0%,3%,0%
O=C1OC(c2ccc(F)cc2)=N/C1=C\C=C/c1ccccc1,-4%,15%,i,0.2,-5%,11%,-0.1,88,3.0%,12%,5%
O=C(Nc1ccc(N2CCCC2)c(Cl)c1)c1ccc(Br)o1,5%,0%,i,1.1,-4%,-2%,2.8,42,-2.8%,15%,5%
O=C(COc1ccccc1)Nc1ccc(S(=O)(=O)Nc2ccccn2)cc1,3%,-11%,i,1.3,-2%,14%,-1.1,48,-1.9%,12%,4%
COc1ccc2c(c1OC)C(=O)N(c1ccccn1)C2,7%,-1%,i,0.5,-11%,-25%,0.6,44,-2.1%,13%,-2%
CC(C)(C)OC(=O)N1CCC(c2c(C(=O)N3CCN(C(=O)c4ccco4)CC3)cnn2-c2ccc(F)cc2F)CC1,-2%,4%,i,1.1,-4%,-16%,-0.3,59,1.0%,9%,3%
COc1ccc(CCNC(=O)CSc2ccc(Br)cc2)cc1OC,2%,-2%,i,0.1,-4%,-1%,-0.2,68,-1.0%,5%,-5%
Cn1c(SCc2ccccc2F)nnc1-c1cnccn1,1%,-6%,i,9.3,-6%,11%,0.2,77,-0.2%,-1%,-19%
CC1(C)CC(=O)C(C2c3ccccc3Oc3ccccc32)C(=O)C1,0%,2%,i,0.3,5%,-17%,0.0,65,0.0%,7%,4%
Cc1ccc(CNC(=O)CSCc2ccccc2)cc1,-4%,-3%,i,0.1,-4%,10%,-1.3,32,-0.9%,10%,-1%
COC(=O)N/N=C/c1cn(CC(C)COc2ccccc2)c2ccccc12 (configuration not stated),8%,-4%,i,0.3,-2%,1%,7.1,89,-1.7%,5%,4%
CC(=O)N1c2ccc(S(=O)(=O)NCc3ccccc3Cl)cc2CC1C (configuration not stated),-13%,1%,i,0.9,-8%,-3%,-1.1,50,1.7%,4%,0%
COc1ccc(C(=O)NNC(=O)c2cc3cc([N+](=O)[O-])ccc3oc2=O)cc1OC,-6%,1%,i,1.2,-3%,3%,-0.1,36,7.9%,3%,16%
O=C(CS(=O)CC(=O)N(CC(=O)NC1CCCC1)C1CCCC1)Nc1ccc(F)cc1 (configuration not stated),-7%,-2%,i,0.7,-3%,-13%,0.8,96,-0.5%,7%,-5%
O=C(Nc1ccnn1C1CCN(C2CCOCC2)CC1)c1cccc(F)c1,12%,0%,i,0.0,-9%,3%,-0.4,65,-1.4%,12%,-1%
COc1ccc(N(CC(=O)NN=C2CCN(C)CC2)S(=O)(=O)c2ccccc2)c(OC)c1,2%,-1%,i,0.6,-6%,-8%,-0.1,63,-1.5%,1%,-5%

# Fetched by compound from above:
SMILES,Salmonella PhoP GFP,Siah-1 displacement,Myeloid diff MLP,Myeloid diff MLP GFP+ MAC1+ %,LYP phosphatase,GPR35 arrestin U2OS,NTR1 agonist,NTR1 agonist cell count 20 µM,HIV peptide binding,Rac1 GTP hydrolysis,GPR55 antagonists
CCOC(=O)c1cc(NC(=O)c2cc(C)on2)cc(C(=O)OCC)c1,-2%,2%,i,11,0%,7%,0.1,62,2.0%,3%,0%
CCN(CC)S(=O)(=O)c1ccc(/C=C/C(=O)NC2CCCCC2)cc1,-5%,-6%,·,·,-8%,11%,1.4,46,-0.4%,5%,-2%
CCOC(=O)c1ccc(NC(=O)c2nc[nH]c2C(=O)NC)cc1,-5%,6%,i,0.8,-3%,9%,1.1,48,-1.6%,7%,-2%
Cn1c(SCc2ccccc2F)nnc1-c1cnccn1,1%,-6%,i,9.3,-6%,11%,0.2,77,-0.2%,-1%,-19%
O=C(Nc1ccnn1C1CCN(C2CCOCC2)CC1)c1cccc(F)c1,12%,0%,i,0.0,-9%,3%,-0.4,65,-1.4%,12%,-1%
CC(=O)N1c2ccc(S(=O)(=O)NCc3ccccc3Cl)cc2CC1C (configuration not stated),-13%,1%,i,0.9,-8%,-3%,-1.1,50,1.7%,4%,0%
